Anthrax LF prot: anthrax lethal factor protease inhibition | inhibition, % at 10 µM | multiplex microsphere protease cleavage assay, LF | 360,000 tested, 0.12% active | P15917; also: plate controls were buffer without enzyme for full effect and enzyme alone for no effect
Target sequence (P15917 whole entry, looked up): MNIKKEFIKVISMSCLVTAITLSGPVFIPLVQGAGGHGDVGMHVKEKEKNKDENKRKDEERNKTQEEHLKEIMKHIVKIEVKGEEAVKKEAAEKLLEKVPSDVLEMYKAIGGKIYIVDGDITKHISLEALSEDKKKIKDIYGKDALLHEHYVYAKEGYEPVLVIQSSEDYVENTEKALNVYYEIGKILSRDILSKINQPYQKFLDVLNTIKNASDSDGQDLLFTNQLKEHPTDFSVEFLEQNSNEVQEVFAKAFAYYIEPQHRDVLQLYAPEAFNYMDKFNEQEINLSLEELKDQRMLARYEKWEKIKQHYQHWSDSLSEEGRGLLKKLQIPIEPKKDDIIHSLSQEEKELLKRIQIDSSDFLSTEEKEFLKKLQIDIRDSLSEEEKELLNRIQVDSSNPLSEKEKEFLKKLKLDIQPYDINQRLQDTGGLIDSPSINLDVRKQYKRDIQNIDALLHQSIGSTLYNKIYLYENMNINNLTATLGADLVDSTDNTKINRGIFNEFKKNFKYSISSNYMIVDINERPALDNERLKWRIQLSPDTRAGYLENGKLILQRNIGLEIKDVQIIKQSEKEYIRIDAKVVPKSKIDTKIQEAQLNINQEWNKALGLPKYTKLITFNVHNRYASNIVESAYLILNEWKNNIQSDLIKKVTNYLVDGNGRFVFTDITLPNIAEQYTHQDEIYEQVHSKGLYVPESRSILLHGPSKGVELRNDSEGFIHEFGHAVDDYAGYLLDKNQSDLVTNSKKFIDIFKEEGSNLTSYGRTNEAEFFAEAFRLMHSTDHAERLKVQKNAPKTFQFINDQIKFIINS
CCHF vOTU inh: CCHFV vOTU protease inhibition | Pep-AMC fluorescence | inhibition, % at 11.5 µM | 370,000 tested, 0.55% active | AID 651958; in the data active = inhibition above about 30%; also: 0% = vehicle wells with enzyme and 100% = no enzyme wells
TcdB inh: blocks C. difficile toxin B glycohydrolase activity; P18177; TcdB glycohydrolase enzymatic assay, plate reader; inhibition, % at 9.99 µM; 350,000 tested, 0.24% active; in the data active = inhibition above about 10%
BoNT-A LC inh2: BoNT A light chain protease inhibition; multiplex microsphere protease substrate cleavage, flow cytometry; inhibition, % at 10 µM; 360,000 tested, 0.17% active; AID 588499; also: plate controls were buffer without enzyme for full effect and enzyme alone for no effect
Vc quorum ag: induces V. cholerae light production without autoinducers | activation, % at 18.7 µM | 350,000 tested, 0.16% active | V. cholerae BH1578 lux reporter, luminescence, 6 h | AID 588436; in the data active = activation mostly above about 9.7%, no sharp cut-off; also: not every result past the cut was called active; inactives centre near 0; reference of the scale not given here
PfHsp40 rescue: compounds rescuing yeast from Plasmodium falciparum HSP40 toxicity; S. cerevisiae expressing PfHsp40, growth rescue, ATP luminescence; growth rescue, % at 12.5 µM; 340,000 tested, 0.68% active; in the data active = growth rescue above about 28%, passing the limit was not always enough;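 also: yeast W303a lacking pdr1 and pdr3 grown in galactose medium; growth measured after three days at 30 °C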
Yp Topo-I inh: inhibitors of Yersinia pestis topoisomerase I; Y. pestis Topo-I cleavage product accumulation, plate reader; activity, % at 10 µM; 360,000 tested, 0.064% active; AID 504884; in the data active = activity above about 50%, passing the limit was not always enough; also: inactives centre near 2
DUSP3 inh: inhibitors of human VHR1 phosphatase (DUSP3) | P51452 | recombinant VHR phosphatase, pNPP absorbance | inhibition, % at 13.3 µM | 290,000 tested, 0.52% active | AID 1654; in the data active = inhibition above about 50%; also: some compounds called inactive have numbers as strong as hits
Target sequence (P51452 whole entry, looked up): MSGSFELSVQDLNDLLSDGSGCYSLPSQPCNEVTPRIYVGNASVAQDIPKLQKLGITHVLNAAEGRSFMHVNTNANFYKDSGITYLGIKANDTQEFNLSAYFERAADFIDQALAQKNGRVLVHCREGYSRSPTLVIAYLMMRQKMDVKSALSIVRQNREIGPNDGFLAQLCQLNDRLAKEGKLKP
3CLpro inhibitor: SARS-CoV 3CLpro protease inhibition | inhibition, % at 6 µM | AID 1706 | 290,000 tested, 0.14% active | P0C6X7 | recombinant SARS-CoV 3CLpro, quenched FRET peptide cleavage; in the data active = inhibition above about 12%
PriA SSB inh: K. pneumoniae PriA-SSBct interaction inhibition. inhibition, % at 33 µM. 430,000 tested, 0.6% active. AlphaScreen SSBct-PriA binding, biotinylated peptide; in the data active = inhibition mostly above about 37%, no sharp cut-off; inactive = mostly below about 20%;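 also: plate controls were negative control peptide for no effect and reference peptide for full effect; strong numbers were not always called active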
Starred values were filed as active, the others as inactive; i = inactive; . = no result given; & = joins results of further samples. Rule as the data show it, unless noted: active = inhibition above about 30%; inconclusive = no clear call, values can overlap the other calls; inactive = below that. Some of the compounds tested. The share of hits here may be higher or lower than overall.

SMILES | Anthrax LF prot | CCHF vOTU inh | TcdB inh | BoNT-A LC inh2 | Vc quorum ag | PfHsp40 rescue | Yp Topo-I inh | DUSP3 inh | 3CLpro inhibitor | PriA SSB inh
Cc1ccc(C(c2sc3nc(C)nn3c2O)N2CCN(c3ccccc3)CC2)cc1 (stereo unspecified) | -1 | 4 | . | -0.4 | -5.9 | -1.6 | 26 | 39 | 1 | -15
CCc1ccc(CN(C)C(=O)c2cc(COc3ccc(-n4cncn4)cc3)on2)cc1 | 2 | 11 | -0.6 | 2.1 | i | 0.0 | 18 | -31 | 4 | 1
C/C(CC(=O)Nc1cccc(Cl)c1C)=N\NC(=O)Cc1csc(N)n1 | 0 | -10 | 0.8 | -0.6 | i | 0.2 | -1 | 0 | 3 | .
CC(C)(C)NC(=O)CSc1nnc(NC(=O)CCc2ccccc2)s1 | . | 16 | 0.7 | . | i | 0.5 | -5 | 2 | -1 | -18
C[C@@H]1CN([C@H](C)CO)C(=O)CCCn2cc(nn2)CO[C@H]1CN(C)C(=O)c1ccncc1 | 1 | 5 | -1.4&0.8 | -0.1 | . | . | . | . | . | .
CCOC(=O)C1CCN(CC(O)COCc2cccs2)CC1 (stereo unspecified) | -1 | 2 | -0.4 | 0.6 | -6.7 | -1.4 | -2 | -4 | -3 | -9
CC(NC(=O)Cc1ccccc1)c1ccc(F)cc1 (stereo unspecified) | 1 | 3 | 1.9 | 0.8 | i | -0.4 | -4 | -5 | 5 | -1
COc1ccc(CNC(=O)N2CCN(c3ccc(F)cc3)CC2)cc1 | -12 | -6 | 1.3 | -4.6 | -0.5 | 17 | -7 | 23 | 1 | 0
CN(Cc1ccccc1Cl)C(=O)CCNC(=O)c1ccco1 | -10 | -2 | 1.4 | -53 | i | 0.0 | -2 | . | . | 4
COc1ccc(NC(=O)CS(=O)(=O)c2ccc(C)cc2)c(OC)c1 | 10 | 3 | 0.7 | -2.1 | 0.5 | -0.4 | 2 | 30 | 2 | -8
CCOc1ccc(NC(=O)CN(C)C(=O)C2CCN(C(=O)Nc3ccccc3)CC2)cc1OCC | -1 | 4 | -0.5 | -1.7 | i | -1.1 | -4 | . | . | -1
COC(=O)Nc1nnc(CCc2ccccc2)s1 | -1 | 3 | . | -0.3 | i | 0.2 | -2 | 20 | -8 | -4
Cc1ccc(C)c(N2CCN(C(=O)CN(C)S(=O)(=O)c3cnc[nH]3)CC2)c1 | 2 | 11 | . | -0.2 | -1.7 | 0.6 | 6 | 19 | 5 | -7
CCOC(=O)c1ccccc1Cc1nc2ccccc2c(=O)[nH]1 | 0 | -5 | 1.4 | 0.1 | i | -0.8 | 8 | 34 | 0 | -3
CCn1c(NC(=O)c2ccc(C)cc2)c2ccccc2nc1=O | 0 | 5 | . | 0.1 | 3.5 | -0.6 | -3 | 6 | -4 | 1
Cc1ccc([C@H]2C[C@@H](O)[C@H](n3cc(C4CC4)nn3)CN2Cc2cccs2)cc1 | -2 | 5 | -1.6 | 0.3 | -0.4 | . | 20 | . | . | .
Cc1ccc(C2CC(=O)N(c3ccc(F)cc3)C3=C2C(=O)CCC3)cc1 (stereo unspecified) | -2 | 6 | . | 0.5 | -2.1 | -1.7 | 0 | 11 | -1 | -13
CC(C)(CNS(C)(=O)=O)SCc1ccc(Cl)cc1 | -1 | -2 | 1.5 | -1.3 | -0.3 | 0.4 | 10 | 24 | 6 | -9
Cc1ccccc1Nc1nnc(SCC(=O)c2ccc(O)cc2O)s1 | 10 | 10 | -13 | -4.6 | i | 3.3 | -6 | 31 | 6 | -4
O=C1/C(=C\c2ccc(Br)cc2)SC(=S)N1NS(=O)(=O)c1ccccc1 | 7 | -7 | 0.4 | 1.5 | i | 0.5 | 4 | 10 | 5 | -5
COC(=O)c1ccc(NC(=O)CSCc2ccccc2)cc1 | 1 | . | . | 0.7 | 0.0 | -0.4 | 7 | 26 | 3 | -8
Cc1cc(C)c(C(N)=O)c(NCCc2ccccc2)n1 | -3 | -20 | . | -1.2 | -0.4 | -1.0 | 4 | 6 | -3 | -2
COc1ccc(CNC(=O)COc2cccnc2[N+](=O)[O-])cc1OC | -4 | -9 | -1.5 | -0.5 | -0.5 | -0.9 | -2 | . | -2 | 4
CCCC(C(=O)NC1CCCC1)N(CC1CCCO1)C(=O)CNS(=O)(=O)c1ccccc1 (stereo unspecified) | -4 | 5 | 1.1 | -1.0 | -0.6 | -1.0 | 10 | 23 | 4 | -2
CCCCCCn1c(N2CCC(C(N)=O)CC2)nc2c1c(=O)n(C)c(=O)n2C | 2 | -4 | . | 0.8 | -15 | 0.0 | 2 | -4 | -1 | -6

The listing continues.
SMILES | Anthrax LF prot | CCHF vOTU inh | TcdB inh | BoNT-A LC inh2 | Vc quorum ag | PfHsp40 rescue | Yp Topo-I inh | DUSP3 inh | 3CLpro inhibitor | PriA SSB inh
COc1ccc(N(CC(=O)NC2CCCCCC2)S(=O)(=O)c2ccc(C)cc2)cc1OC | 1 | -1 | 1.1 | -0.4 | -0.2 | -1.4 | -5 | 2 | 3 | -3
CCN(CC(=O)NC1CC1)S(=O)(=O)c1ccc(OC)cc1 | 1 | 13 | 1.3 | 1.7 | i | 1.0 | 6 | 7 | 5 | -11
CCC(C)c1ccc(N(CC(=O)NC(C)(C)C)C(=O)CNC(=O)c2cccs2)cc1 (stereo unspecified) | 1 | 19 | 0.1 | 1.6 | -0.3 | 2.3 | 2 | 4 | -3 | -10
ONC(=Nc1ccccc1Cl)c1ccccc1Cl | . | -1 | 17* | . | 1.6 | -0.1 | 1 | -5 | 2 | 0
CCn1c(O)c(N=NC(=S)NCC2CCCO2)c2ccccc21 (stereo unspecified) | 2 | 3 | -1.2 | -0.7 | -1.7 | 1.0 | -4 | 22 | -1 | 9
N#Cc1c(-c2ccccc2)cc(C2CC2)nc1SCC(=O)O | -2 | 13 | -1.8 | -0.6 | -0.4 | 0.9 | 0 | 1 | 5 | 5
CCOc1cc(C2C(C(=O)OCC(C)C)=C(C)N=C3SCCC(=O)N32)ccc1OC(C)=O (stereo unspecified) | 4 | 6 | . | -0.5 | 2.9 | -0.1 | 14 | -5 | 5 | -4
C[C@H](CO)N1C[C@H](C)[C@@H](CN(C)S(=O)(=O)c2cccs2)Oc2c(NC(=O)c3ccncc3)cccc2C1=O | -4 | 3 | -0.4&-0.4 | -0.2 | -1.0 | -0.8 | 8 | . | . | 0
CCOc1ccccc1CNC(=O)C1Cc2cc(S(=O)(=O)N3CCCCC3)ccc2N1C(C)=O (stereo unspecified) | 2 | 21 | -4.2 | -2.5 | 0.7 | -0.2 | 23 | 18 | -3 | -7
Cc1ccc(N(CC(=O)NC2CCCC2)C(=O)CCCC(=O)Nc2ccccn2)cc1C | -6 | 9 | -0.6 | 0.4 | . | -0.5 | 3 | 8 | 2 | -9
CCN(CC)C1=N/C(=C\c2ccco2)C(=O)N1c1ccccc1 | -2 | -3 | . | 1.0 | -0.3 | 0.5 | 2 | 9 | -4 | -12
CCOc1ccc(CCNC(=O)c2nnc(Cc3ccc(F)cc3)o2)cc1OCC | 1 | 0 | 2.0 | -0.5 | -0.3 | -0.9 | 12 | 15 | 1 | -26
COc1cc2nc(SCC(=O)c3ccc(Br)cc3)n3nc(C)nc3c2cc1OC | 7 | -5 | 0.6 | 1.6 | -0.4 | -0.6 | 7 | -11 | -6 | 10
CCOC(=O)c1[nH]c2ccccc2c1NC(=O)CCN1CCN(C(=O)OCC)CC1 | -5 | 0 | . | -1.0 | i | 0.2 | -7 | 19 | 3 | -13
Cc1c(Cl)c(-c2n[nH]c(=S)n2-c2ccc(F)cc2)nn1C | -4 | 3 | . | -0.2 | i | -0.9 | -2 | 30 | -1 | -8
c1ccc2c(Nc3ccc4c(c3)OCCO4)c3c(nc2c1)CCC3 | -1 | 8 | 1.4 | -0.5 | . | -1.0 | -6 | 6 | 3 | 2
COc1ccccc1C(=O)N1CCN(c2nc3cc(C)cc(C)c3cc2C#N)CC1 | 1 | -11 | 0.8 | 1.5 | -0.2 | . | 36 | . | . | .
CC1CCCCC12NC(=O)N(CC(=O)Nc1sccc1C(N)=O)C2=O (stereo unspecified) | 9 | 10 | 0.6 | 4.9 | i | 0.0 | -4 | . | . | -6
Cc1ccc(CNC(=O)CCNC(=O)N2CCn3c2nc2ccccc23)cc1 | -2 | -7 | -1.2 | -0.7 | -0.3 | 0.0 | 18 | 34 | -2 | -16
O=C(O)c1ccc(CSc2nnnn2-c2ccc(F)cc2)cc1 | -2 | -6 | 0.9 | 1.7 | i | -1.3 | 4 | 13 | -5 | -10
COc1cccc(NC(=O)CN(C)C(=O)/C=C/c2cn(-c3ccccc3)nc2-c2ccc(C)cc2)c1 | . | 3 | 0.5 | . | -0.6 | -1.3 | 11 | . | . | 14
N=c1c(S(=O)(=O)c2ccc(Br)cc2)cc2c(=O)n3ccccc3nc2n1C1CCCCC1 | 0 | 6 | 0.7 | 0.7 | -2.6 | -0.1 | -4 | 15 | 12 | 4
COc1ccc(-n2c(=S)[nH]c3cc(C(=O)NCCCN4CCOCC4)ccc3c2=O)c(OC)c1 | -2 | -4 | 0.7 | -1.1 | -0.3 | -0.2 | 1 | 23 | 3 | -6
CN(C(=O)CSc1nnc(-c2cccs2)n1C1CC1)C1CCS(=O)(=O)C1 (stereo unspecified) | -1 | 15 | 4.7 | -0.1 | -1.4 | 0.3 | 0 | . | . | 16
O=C(N/N=C/C(Br)=C\c1ccccc1)c1cccs1 | . | -4 | 1.1 | . | -0.6 | . | -9 | 5 | 5 | i
COc1ccc(CNCC(O)(c2ccccc2)c2ccc(Cl)cc2)cc1 (stereo unspecified) | 2 | 3 | . | -0.1 | . | -0.1 | -6 | -7 | 3 | -14
COc1ccc(C(=O)OCC(=O)Nc2c(C)n(C)n(-c3ccccc3)c2=O)cc1OC | 6 | -3 | 1.9 | -0.2 | -2.5 | -0.7 | -1 | . | . | 1

Not a retest: 10 of the compounds above.
SMILES | Anthrax LF prot | CCHF vOTU inh | TcdB inh | BoNT-A LC inh2 | Vc quorum ag | PfHsp40 rescue | Yp Topo-I inh | DUSP3 inh | 3CLpro inhibitor | PriA SSB inh
CCOc1ccccc1CNC(=O)C1Cc2cc(S(=O)(=O)N3CCCCC3)ccc2N1C(C)=O (stereo unspecified) | 2 | 21 | -4.2 | -2.5 | 0.7 | -0.2 | 23 | 18 | -3 | -7
Cc1ccc(N(CC(=O)NC2CCCC2)C(=O)CCCC(=O)Nc2ccccn2)cc1C | -6 | 9 | -0.6 | 0.4 | . | -0.5 | 3 | 8 | 2 | -9
CCN(CC)C1=N/C(=C\c2ccco2)C(=O)N1c1ccccc1 | -2 | -3 | . | 1.0 | -0.3 | 0.5 | 2 | 9 | -4 | -12
CCOc1ccc(CCNC(=O)c2nnc(Cc3ccc(F)cc3)o2)cc1OCC | 1 | 0 | 2.0 | -0.5 | -0.3 | -0.9 | 12 | 15 | 1 | -26
COc1cc2nc(SCC(=O)c3ccc(Br)cc3)n3nc(C)nc3c2cc1OC | 7 | -5 | 0.6 | 1.6 | -0.4 | -0.6 | 7 | -11 | -6 | 10
CCOC(=O)c1[nH]c2ccccc2c1NC(=O)CCN1CCN(C(=O)OCC)CC1 | -5 | 0 | . | -1.0 | i | 0.2 | -7 | 19 | 3 | -13
Cc1c(Cl)c(-c2n[nH]c(=S)n2-c2ccc(F)cc2)nn1C | -4 | 3 | . | -0.2 | i | -0.9 | -2 | 30 | -1 | -8
c1ccc2c(Nc3ccc4c(c3)OCCO4)c3c(nc2c1)CCC3 | -1 | 8 | 1.4 | -0.5 | . | -1.0 | -6 | 6 | 3 | 2
COc1ccccc1C(=O)N1CCN(c2nc3cc(C)cc(C)c3cc2C#N)CC1 | 1 | -11 | 0.8 | 1.5 | -0.2 | . | 36 | . | . | .
CC1CCCCC12NC(=O)N(CC(=O)Nc1sccc1C(N)=O)C2=O (stereo unspecified) | 9 | 10 | 0.6 | 4.9 | i | 0.0 | -4 | . | . | -6

Screening data as filed in PubChem.
